ASAP1 inh: inhibitors of human ASAP1 ArfGAP activity; Q9ULH1; ASAP1-stimulated ARF1 GTP hydrolysis, GDP FP detection; inhibition, % at 16.5 µM; 0.19% of 360,000 active; AID 624377; in the data active = inhibition above about 25%;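 note: 0% = vehicle with enzyme and substrate and 100% = no enzyme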
sPLA2-III inh: Inhibits HGIII-sPLA2 liposome hydrolysis, primary screen; Q9NZ20; QFRET BODIPY PC-A2 liposome hydrolysis, fluorescence; inhibition, % at 12.2 µM; 0.56% of 370,000 active; AID 743126;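 active = inhibition above mean plus 3 SD of compounds lying within the high and low control bounds, cut at about 19% in these data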;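 note: 0% = median of test compound wells and 100% = no enzyme DMSO wells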
UHRF1 MBD2 ctr: human UHRF1 methylated DNA binding inhibitors; 0.75% of 370,000 active; inhibition, % at 4.4 µM; UHRF1 binding to methylated oligo, TR-FRET; Q96T88; in the data active = inhibition above about 21%;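 note: UHRF1 SRA domain binding a hemimethylated CpG hairpin DNA probe; 0% = median of test compound wells and 100% = reference inhibitor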
DDE Tn7 FP inh: DD(E)-Tn7 binding inhibition, primary FP screen; inhibition, % at 8.3 µM; P02675; 0.13% of 370,000 active; FP displacement of FITC-Tn7 peptide from fibrin DD(E); 0% = median of compound wells per plate;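 active = inhibition above the mean of compounds falling within the control limits plus 3 SD of them, cut at about 14% in these data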;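 note: 0% = plate median of compound wells and 100% = 10 µM Aha-Tn7 peptide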
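Assay system: human fibrin DD(E) protein / Input: 2 µM fibrin DD(E) / Benchmarks: high control of 10 µM Aha-Tn7 peptide / Measured by: fluorescence polarization of the labelled Tn7 tracer / Medium: Tris buffer with calcium and detergent, pH 7.8 / Timing: 10 min compound pre-incubation, 3 h probe incubation at room temperature / Repeats: one replicate per compound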
proKLK7 act: proKLK7 (human) activation, primary screen. P49862. purified proKLK7, EDANS-DABCYL substrate fluorescence; 100% is mature enzyme control, 0% vehicle. activation, % at 7 µM. 0.9% of 370,000 active. AID 652039;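 active = activation above the mean of all tested compounds plus 3 SD, computed per campaign excluding outliers beyond control limits, cut at about 13% in these data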
Target sequence (P49862 whole entry, looked up): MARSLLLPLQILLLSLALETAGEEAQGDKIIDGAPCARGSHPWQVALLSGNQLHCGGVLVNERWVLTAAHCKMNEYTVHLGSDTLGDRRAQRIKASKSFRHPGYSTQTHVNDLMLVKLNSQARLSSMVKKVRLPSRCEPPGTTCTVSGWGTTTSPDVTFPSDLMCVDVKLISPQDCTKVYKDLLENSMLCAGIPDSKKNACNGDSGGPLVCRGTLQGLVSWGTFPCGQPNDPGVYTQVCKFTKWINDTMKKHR
PLC-beta3 inh: PLC-beta3 (human) inhibition, primary screen; Q01970; Purified PLC-beta3, fluorogenic substrate, fluorescence; inhibition, % at 12.2 µM; 0.18% of 370,000 active; AID 720704; in the data active = inhibition above about 11%;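 note: 0% = median of compound wells on plate and 100% = full blocker control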
ARFGAP1 inh: rat ARFGAP1 inhibition. 0.26% of 360,000 active. AID 651572. Arfgap1-stimulated ARF1 GTP hydrolysis, GDP FP detection. inhibition, % at 16.5 µM. Q62848;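 active = inhibition above a per-plate limit, mean inhibition of low control wells plus 3 SD, cut at about 25% in these data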;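 note: 0% = DMSO wells with enzyme and 100% = wells lacking Arfgap1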
Target sequence (Q62848 1-136 limits assumed): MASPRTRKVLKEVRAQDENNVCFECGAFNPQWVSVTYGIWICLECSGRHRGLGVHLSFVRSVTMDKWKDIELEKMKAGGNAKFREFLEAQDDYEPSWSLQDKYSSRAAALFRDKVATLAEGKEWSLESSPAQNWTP
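Repeats: one replicate per compound; assay system: rat Arfgap1 catalytic domain, aa 1-136; times: enzyme reaction 120 min at 25 °C after 20 min preincubation; detection: FP of antibody-bound GDP Alexa 633 tracer, ex 620/em 688 nm; benchmarks: high control wells lacking Arfgap1, low control full reaction with DMSO; reagent: human ARF1(Δ1-17)-GTP substrate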
PLCg1 inh: blocks human PLC-gamma1 enzyme activity; P19174; purified PLC-gamma1, fluorogenic substrate, fluorescence; inhibition, % at 12.2 µM; 0.84% of 370,000 active; AID 720700; in the data active = inhibition above about 9.5%
Tn6 DDE FP: disrupts Tn6 cyclic peptide binding to fibrin D-Dimer-E complex. P02675. Fibrin DD(E) TRITC-Tn6 fluorescence polarization displacement. inhibition, % at 8.3 µM. 0.21% of 370,000 active. AID 720509;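 active = inhibition above a per-campaign cutoff: mean of compounds within control limits plus 3 SD, cut at about 15% in these data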;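 note: 0% = median of all compound wells on the plate and 100% = blocking peptide control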
NR1D1 modulator: modulates human Rev-erb alpha binding to DNA. P20393. Rev-erbα–FITC-DNA binding, fluorescence polarization, 90 min. activity, % at 10 µM. 0.79% of 370,000 active;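 active = activity above about 14%, limit read from the data; passing the limit was not always enough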;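 note: 0% = DMSO wells with 35 nM protein and 100% = DMSO wells with 750 nM protein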
Starred values were filed as active, the others as inactive; nt = no result given.

Each structure is followed by: ARFGAP1 inh, PLCg1 inh, sPLA2-III inh, NR1D1 modulator, DDE Tn7 FP inh, UHRF1 MBD2 ctr, proKLK7 act, ASAP1 inh, PLC-beta3 inh, Tn6 DDE FP
1) Cc1ccccc1C(=O)N1CCC(C(=O)Nc2ccc(S(=O)(=O)N3C(C)CCCC3C)cc2)CC1 (stereo not given)
  5.0, 0.4, -54.0, 7.7, -6.3, 2.8, -0.4, 1.0, -15.6, -1.6
2) Cc1cc(C(=O)Nc2cccc3ccccc23)c(C)o1
  6.1, -1.7, -15.6, -1.1, 1.1, -1.9, 0.5, 13.2, -4.2, 0.3
3) CCCCc1nc(N2CCOCC2)c(C#N)c2c1CCCC2
  12.6, -5.4, 2.9, 8.2, 0.3, 1.2, -1.9, 17.1, -10.9, 5.7
4) CCOc1ccccc1NC(=O)CSc1nnc(CNC(=O)c2ccccc2F)o1
  -0.5, -0.7, 0.7, -3.9, 0.7, -2.1, -0.1, -5.1, -4.7, 0.6
5) N#Cc1ccc(OCC(=O)NCCc2ccccn2)cc1
  -3.0, -1.5, 6.0, 0.6, 5.9, -1.5, 0.0, 7.6, 0.6, 4.8
6) CCn1c2ccccc2c2cc(N=C3SC(CC(=O)Nc4ccccc4OC)C(=O)N3CCOC)ccc21 (stereo not given)
  12.2, 1.2, 8.7, 3.3, -1.5, 0.1, -0.2, 11.2, -1.9, -6.8
7) COc1ccc(-c2c[n+](CC(=O)N3c4ccccc4Sc4ccccc43)c3n2CCC3)cc1
  -3.8, 1.2, 9.9, 1.1, 0.7, 4.0, -0.1, 5.0, -3.8, -10.2
8) O=C(OCCN1C(=O)c2ccccc2C1=O)c1ccc(S(=O)(=O)N2CCCCCC2)cc1
  -3.8, -0.4, -2.3, 3.1, 3.2, -1.5, 1.0, 9.9, 1.6, -5.2
9) CCc1cccc(CC)c1NC(=S)/C(=C(\[O-])c1ccc(Cl)s1)[n+]1ccccc1
  3.0, -0.1, 5.2, -3.1, -10.2, -1.2, -0.1, 13.4, -11.3, 0.7
10) O=C(O)c1cn(-c2ccccc2)nc1-c1ccncc1
  -1.6, -26.6, 6.6, 2.6, 0.9, 5.0, 0.1, -0.9, -33.4, -5.2
11) O=C(NC1CCCC1)C1CCC(=O)N1C1CCCCC1 (stereo not given)
  -13.6, 0.4, -0.4, -2.6, -0.9, 7.9, -0.1, -6.8, -4.2, -3.3
12) CCCC(NS(=O)(=O)c1ccc(-c2ccc(=O)[nH]n2)s1)c1cccs1 (stereo not given)
  0.1, -0.3, -12.3, 12.6, -4.9, -2.4, 0.1, -12.2, -7.4, -5.3
13) O=C(Nc1ccccc1)N1CCOCC1
  -15.5, 2.0, -2.1, -0.9, 2.9, -1.1, 0.4, -4.4, 3.4, 9.2
14) COc1ccc2c(c1)C1NC(=S)N[C@@](C)(O2)C1C(=O)Nc1ccccc1 (stereo not given in full)
  -2.0, -2.0, 20.9*, 0.8, 4.6, 8.0, -0.5, 2.0, 0.5, 0.2
15) O=C(CSc1nnc(C2CC2)n1Cc1ccccc1)N1CCNC1=O
  -5.0, -2.9, 0.9, 1.8, -1.2, -0.9, 0.6, -2.4, 3.7, 11.0
16) CCOCC(=O)Nc1nc2c(s1)C(=O)CC(C)(C)C2
  -11.5, 3.1, 5.6, -0.6, -12.7, 0.6, -1.2, 5.2, 1.7, -4.5
17) CCOC(=O)[C@]12CCCC3=C1N(CCC3)C(=O)[C@@H](CC(=O)N1CCC(c3ccccc3)CC1)C2
  nt, 1.2, 1.1, 4.2, 4.1, 1.0, 0.3, nt, 1.8, -4.3
18) CCC(C)Sc1ccc([C@H]2N[C@@](C)(C(=O)OC)[C@H]3C(=O)N(CC)C(=O)[C@@H]23)cc1 (stereo not given in full)
  2.9, -2.5, 0.8, -4.3, 3.8, -2.6, -0.6, 2.7, -1.7, 3.0
19) CC1CC(C)CN(S(=O)(=O)c2ccc(C(=O)NCc3ccc4c(c3)OCO4)cc2)C1 (stereo not given)
  -1.2, -2.0, -20.5, 2.0, -5.0, -1.2, -0.1, 2.9, -3.5, 0.3
20) c1ccc(CNc2c3ccccc3nc3ccccc23)cc1
  -3.3, -112.7, 3.3, 12.2, 1.2, 8.4, 2.8, 5.7, -147.5, 0.2

A draw from above in order of number of heavy atoms, low to high.
Each structure is followed by: ARFGAP1 inh, PLCg1 inh, sPLA2-III inh, NR1D1 modulator, DDE Tn7 FP inh, UHRF1 MBD2 ctr, proKLK7 act, ASAP1 inh, PLC-beta3 inh, Tn6 DDE FP
13) O=C(Nc1ccccc1)N1CCOCC1
  -15.5, 2.0, -2.1, -0.9, 2.9, -1.1, 0.4, -4.4, 3.4, 9.2
16) CCOCC(=O)Nc1nc2c(s1)C(=O)CC(C)(C)C2
  -11.5, 3.1, 5.6, -0.6, -12.7, 0.6, -1.2, 5.2, 1.7, -4.5
5) N#Cc1ccc(OCC(=O)NCCc2ccccn2)cc1
  -3.0, -1.5, 6.0, 0.6, 5.9, -1.5, 0.0, 7.6, 0.6, 4.8
20) c1ccc(CNc2c3ccccc3nc3ccccc23)cc1
  -3.3, -112.7, 3.3, 12.2, 1.2, 8.4, 2.8, 5.7, -147.5, 0.2
12) CCCC(NS(=O)(=O)c1ccc(-c2ccc(=O)[nH]n2)s1)c1cccs1 (stereo not given)
  0.1, -0.3, -12.3, 12.6, -4.9, -2.4, 0.1, -12.2, -7.4, -5.3
14) COc1ccc2c(c1)C1NC(=S)N[C@@](C)(O2)C1C(=O)Nc1ccccc1 (stereo not given in full)
  -2.0, -2.0, 20.9*, 0.8, 4.6, 8.0, -0.5, 2.0, 0.5, 0.2
4) CCOc1ccccc1NC(=O)CSc1nnc(CNC(=O)c2ccccc2F)o1
  -0.5, -0.7, 0.7, -3.9, 0.7, -2.1, -0.1, -5.1, -4.7, 0.6
8) O=C(OCCN1C(=O)c2ccccc2C1=O)c1ccc(S(=O)(=O)N2CCCCCC2)cc1
  -3.8, -0.4, -2.3, 3.1, 3.2, -1.5, 1.0, 9.9, 1.6, -5.2
1) Cc1ccccc1C(=O)N1CCC(C(=O)Nc2ccc(S(=O)(=O)N3C(C)CCCC3C)cc2)CC1 (stereo not given)
  5.0, 0.4, -54.0, 7.7, -6.3, 2.8, -0.4, 1.0, -15.6, -1.6

Compound activity deposited in PubChem BioAssay by several laboratories.
